From PubChem BioAssay
Ba/F3 V617F tox: reduced viability of JAK2V617F-dependent Ba/F3 cells, primary screen, JAK2V617F inhibitor project, cell-based, Ba/F3 EpoR-JAK2V617F, luminescence; inhibition, % at 5.6 µM; ATP luminescence; AID 1446, 2008; 220,000 compounds, 1.1% hits;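 active = inhibition above the campaign mean plus 3 SD over all tested compounds, cut at about 24% in these data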;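 note: cytokine-independent growth of Ba/F3 cells driven by EpoR plus mutant JAK2; 0% = DMSO-treated cells and 100% = JAK inhibitor I control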
EP2 modulator: EP2 receptor modulators, cAMP readout, primary screen, cell-based, HTRF cAMP, PGE2 stimulation. Prostaglandin E2 receptor EP2 subtype (Homo sapiens), P43116. EP2-expressing cells, cAMP HTRF FRET, PGE2 co-stimulation. induction, % at 25 µM. 260,000 compounds, 0.83% hits. AID 940, 2007;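 active = compounds whose cAMP rise, as percent of the full-agonist control response, exceeds 60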;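 note: rat C6 glioma line stably carrying human EP2 under a CMV promoter; the protocol text gives 20 µM as final concentration; 100% = response of wells given 1 µM PGE2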
Target sequence (P43116 whole entry, looked up): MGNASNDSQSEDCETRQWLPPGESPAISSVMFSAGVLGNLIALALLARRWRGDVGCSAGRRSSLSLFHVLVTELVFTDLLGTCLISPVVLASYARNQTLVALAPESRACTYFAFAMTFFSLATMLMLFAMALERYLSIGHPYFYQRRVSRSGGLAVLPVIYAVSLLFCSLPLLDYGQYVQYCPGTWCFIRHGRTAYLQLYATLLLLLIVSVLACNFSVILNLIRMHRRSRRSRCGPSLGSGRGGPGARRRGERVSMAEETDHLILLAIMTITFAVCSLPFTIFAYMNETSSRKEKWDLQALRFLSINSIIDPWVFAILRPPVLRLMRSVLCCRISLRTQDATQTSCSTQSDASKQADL
S1P4 antagonist: S1P4 receptor antagonists, primary screen, cell-based; inhibition, % at 4.98 µM; Sphingosine 1-phosphate receptor 4 (Homo sapiens), O95977; S1P4-expressing cells, antagonist mode, reporter read-out; 220,000 compounds, 0.26% hits; in the data active = inhibition above about 29%;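 note: 0% = wells stimulated with agonist and 100% = vehicle wells without agonist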
BaF3 tox: parental Ba/F3 cell viability inhibition, counter-screen for JAK2V617F inhibitor project, murine pro-B, CellTiter-Glo luminescence. CellTiter-Glo ATP luminescence. inhibition, % at 5.6 µM. 220,000 compounds, 1.1% hits. AID 1486, 2009;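 active = inhibition above a per-campaign cutoff, the mean inhibition of all tested compounds plus 3 SD, cut at about 27% in these data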;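 note: 0% = DMSO wells and 100% = JAK Inhibitor I control wells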
TRPN1 ag: zebrafish TRPN1 channel agonists, primary screen, cell-based, HEK293, calcium fluorescence | transient receptor potential cation channel N1 (TRPN1/NompC), Danio rerio | HEK293 zebrafish TRPN1-YFP, Fluo-8 calcium fluorescence; 100% = response to 87 µM carbachol | activation, % at 3 µM | 220,000 compounds, 0.18% hits;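 active = activation above its plate's cutoff, the mean activation of test wells on that plate plus 3 SD, cut at about 19% in these data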;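 note: 0% = DMSO alone and 100% = 87 µM carbachol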
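Material – zebrafish TRPN1-YFP in HEK293 cells · Doses – 3 µM single point · Schedule – dye 1 h 37 °C plus 30 min RT · Signal – Fluo-8 calcium fluorescence, excitation 470-495 nm, emission 515-575 nm · Read-out – % activation versus carbachol response · Control set – carbachol high, DMSO low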
Calpain2 inh: inhibitors of pig calpain II, primary screen, biochemical, fluorogenic peptide substrate, 1536-well; inhibition, % at 16 µM; 220,000 compounds, 0.37% hits; AID 1236, 2008; purified calpain II, 30 min;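 active = inhibition above about 50%, limit read from the data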
S1P4 ag: S1P4 receptor agonists, primary screen, cell-based; Sphingosine 1-phosphate receptor 4 (Homo sapiens), O95977; S1P4-expressing cell line, agonist reporter assay; activation, % at 4.98 µM; 220,000 compounds, 0.35% hits; in the data active = activation above about 11%;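 note: 0% = DMSO vehicle and 100% = reference agonist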
TRPML3 agonist: human TRPML3 channel agonists, primary screen, cell-based, HEK293 TRPML3-YFP, Fluo-8 calcium fluorescence, 3 µM; Mucolipin-3 (Homo sapiens), Q8TDD5; 100% = the carbachol control signal; activation, % at 3 µM; 220,000 compounds, 0.29% hits;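 active = activation above its plate's cutoff, the mean activation of the plate's test wells plus 3 SD, cut at about 12% in these data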;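 note: 0% = DMSO only wells and 100% = carbachol wells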
Target sequence (Q8TDD5 whole entry, looked up): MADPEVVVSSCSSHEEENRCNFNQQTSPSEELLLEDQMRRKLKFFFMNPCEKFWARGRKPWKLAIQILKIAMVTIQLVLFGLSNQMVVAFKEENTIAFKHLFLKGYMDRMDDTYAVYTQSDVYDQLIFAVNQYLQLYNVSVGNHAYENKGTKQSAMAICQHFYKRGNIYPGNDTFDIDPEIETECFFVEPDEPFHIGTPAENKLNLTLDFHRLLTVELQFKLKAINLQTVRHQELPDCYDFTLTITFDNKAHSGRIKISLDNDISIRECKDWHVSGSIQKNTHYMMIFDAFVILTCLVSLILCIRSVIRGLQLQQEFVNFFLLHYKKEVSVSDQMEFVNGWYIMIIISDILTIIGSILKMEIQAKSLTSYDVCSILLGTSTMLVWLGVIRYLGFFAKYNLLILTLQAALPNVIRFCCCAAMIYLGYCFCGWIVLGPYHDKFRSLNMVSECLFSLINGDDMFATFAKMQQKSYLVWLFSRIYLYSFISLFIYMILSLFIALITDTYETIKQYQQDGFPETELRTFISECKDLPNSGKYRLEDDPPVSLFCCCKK
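Test system – HEK293 line with stable expression of human TRPML3-YFP channel · Control set – carbachol 87 µM final as high control (100%), DMSO as low control (0%) · Signal – Fluo-8 calcium dye fluorescence, ex 470-495, em 515-575 nm · Incubation – 1-h 37 °C dye load, 5-s basal, 120-s post-compound reads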
PERK inh: block of dimerizer-induced PERK translation repression, primary screen, PERK inhibitor project, CHO PERK-DD cells, SEAP luminescence, HTS | Eukaryotic translation initiation factor 2-alpha kinase 3 (Homo sapiens), Q9NZJ5 | inhibition, % at 5.6 µM | CHO PERK-DD fusion, SEAP luminescence translation reporter | 220,000 compounds, 0.17% hits | AID 1416, 2008;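 active = inhibition above the mean inhibition of all tested compounds plus 3 SD, set separately per screening campaign, cut at about 2.9% in these data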;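 note: PERK kinase domain activated by AP20187 dimerizer at 100 nM; 0% = DMSO with dimerizer and 100% = rapamycin at 8.4 µM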
Active calls of the source: *; . = not tested or not shown; & = joins results of further samples.

No. | Structure | Ba/F3 V617F tox | EP2 modulator | S1P4 antagonist | BaF3 tox | TRPN1 ag
1 | Fc1cnc(N2CCN(c3ccccc3)CC2)nc1N1CCN(c2ccccc2)CC1 | 0 | -1 | -28 | 5 | 0.3
2 | Cc1ccccc1C(=O)NCCCc1ccccc1 | -3 | -32 | -2 | 1 | -0.4
3 | COc1ccccc1OCC(=O)NCCc1nc2ccccc2[nH]1 | 0 | -17 | -17 | 0 | 0.3
4 | COc1cc(/C=N/NC(=O)c2ccoc2C)cc(OC)c1OC | -1 | . | -37 | -1 | -1.0
5 | CCCn1nnnc1SCC(=O)NCc1ccccc1 | -5 | -4 | -4 | -2 | -0.5
6 | CN(C)CC(O)CN1C(=O)NC(C)(C)C1=O (stereo not given) | -2 | 21 | -1 | 5 | 1.2
7 | CC(C)CC1=NC(C(F)(F)F)(C(F)(F)F)c2c(n(CC(C)C)c(=O)[nH]c2=O)N1 | -1 | -3 | -49 | 0 | 0.5
8 | O=C(CSc1ccc(C(F)(F)F)cc1[N+](=O)[O-])NCCOc1ccccc1 | -3 | 19 | 3 | 3 | -0.8
9 | CCOCCCNC(=O)CCNC(=O)c1cc(OC)c(OC)c(OC)c1 | 1 | 32 | -5 | 6 | 0.0
10 | CCC(=O)c1ccc(CCCCCC(=O)O)s1 | -2 | 2 | 5 | 3 | 2.0
11 | CCSc1nnc([C@@H]2CCCN2C(=O)OC(C)(C)C)o1 | -4 | 18 | 5 | 2 | 1.7
12 | Cn1c2ccccc2c2c(C(=O)NCc3ccco3)cn(C3CCCCC3)c(=O)c21 | 1 | -4 | 6 | 1 | -0.2

No. | Calpain2 inh | S1P4 ag | TRPML3 agonist | PERK inh
1 | 10 | 1.1 | 1.0 | -0.1
2 | 3 | 0.4 | 0.1 | -0.2
3 | 1 | 1.9 | 0.6 | -0.8
4 | . | -0.8 | -0.3 | 0.4
5 | -4 | 1.8 | -0.3 | 0.3
6 | -40 | 1.3 | 0.6 | 1.0
7 | -45 | -1.2 | 0.2 | 1.4
8 | -9 | 0.1 | 0.3 | 0.6
9 | -6 | -0.2 | 0.3 | 0.1
10 | -14 | -0.7 | 0.7 | 1.4
11 | -10 | 0.2 | 0.8 | 1.8
12 | -106 | 0.6 | 0.5 | 0.8

Full records, looked up by structure.
CC(C)CC1=NC(C(F)(F)F)(C(F)(F)F)c2c(n(CC(C)C)c(=O)[nH]c2=O)N1 in the list: Ba/F3 V617F tox: -1; EP2 modulator: -3; S1P4 antagonist: -49; BaF3 tox: 0; TRPN1 ag: 0.5; Calpain2 inh: -45; S1P4 ag: -1.2; TRPML3 agonist: 0.2; PERK inh: 1.4
Cn1c2ccccc2c2c(C(=O)NCc3ccco3)cn(C3CCCCC3)c(=O)c21 in the list: Ba/F3 V617F tox: 1; EP2 modulator: -4; S1P4 antagonist: 6; BaF3 tox: 1; TRPN1 ag: -0.2; Calpain2 inh: -106; S1P4 ag: 0.6; TRPML3 agonist: 0.5; PERK inh: 0.8

Following part.
No. | Structure | Ba/F3 V617F tox | EP2 modulator | S1P4 antagonist | BaF3 tox | TRPN1 ag
13 | CCOc1ccc2nc(NC(=O)CN3CCN(c4ccccn4)CC3)sc2c1 | -2 | -11 | -14 | 2 | 1.4
14 | Cn1c(=O)[nH]c(=O)c2c1nc(N1CCN(c3ccccc3)CC1)n2CCSc1ncccn1 | -4 | 15 | 3 | 3 | 2.1
15 | c1ccc(C2CC(c3ccccc3)n3ncnc3N2)cc1 (stereo not given) | -4 | 11 | -12 | 1 | 2.2
16 | C/C(=N\NC(=O)c1ccc(CSc2nncn2C)cc1)c1ccc2ccccc2c1 | 1 | -2 | -26 | 4 | 0.0
17 | COC(=O)c1scc(C)c1N1C(=O)c2ccccc2C1=O | 0 | -20 | 3 | 1 | -2.8
18 | Cc1ccc(C(=O)c2ccccc2C(=O)O)s1 | -1 | 10 | -12 | 8 | -0.2
19 | COc1cccc(CC2CC(=O)N(CCc3ccc4c(c3)OCO4)C2=O)c1 (stereo not given) | 3 | 1 | -11 | 5 | -0.3
20 | CC(=O)c1ccc(C)cc1OC(=O)c1cccc(F)c1 | -5 | 28 | 13 | 2 | -1.8
21 | C=CCn1c(Cc2cccs2)nnc1SCC(=O)c1cccc(Br)c1 | -3 | 23 | -14 | 4 | -0.6
22 | Cc1cc(C(=O)N/N=C/c2c(C)nn(-c3ccccc3)c2Cl)n[nH]1 | -3 | 39 | 2 | 2 | 1.4
23 | COc1cccc(Cn2c(OCC3CCCO3)nc3c2c(=O)n(C)c(=O)n3C)c1 (stereo not given) | 1 | 28 | 11 | 5 | -1.1
24 | O=C(NNC(=O)c1ccccc1Cl)c1ccncc1 | 1 | 18 | -2 | 3 | 1.8

No. | Calpain2 inh | S1P4 ag | TRPML3 agonist | PERK inh
13 | 3 | -2.0 | 1.1 | -0.5
14 | 6 | 1.5 | 0.7 | 1.3
15 | -2 | 2.8 | 0.9 | 1.4
16 | 17 | 1.1 | 1.0 | 1.4
17 | 3 | 0.6 | -1.7 | 2.9*
18 | -4 | 0.0 | 0.5 | 0.2
19 | -4 | -2.2 | 0.4 | -0.6
20 | -6 | -0.8 | 0.5 | 0.7
21 | 4 | 2.3 | -1.3 | -0.1
22 | -5 | 0.7 | -0.6 | -1.1
23 | -6 | -0.3 | -0.4 | -0.2
24 | 19 | 0.5 | 1.1 | 0.6

Carrying on.
No. | Structure | Ba/F3 V617F tox | EP2 modulator | S1P4 antagonist | BaF3 tox | TRPN1 ag
25 | O=C(COC(=O)c1ccccn1)NCCCc1ccccc1 | -5 | 9 | 8 | -1 | -0.1
26 | COC(=O)Nc1ccc(S(=O)(=O)N(C)CC(F)(F)C(F)F)cc1 | -4 | -8 | -14 | 0 | 0.7
27 | O=C(COc1ccccc1)NNc1nc2c(F)cc(F)cc2s1 | 3 | -20 | 10 | 5 | -0.2
28 | O=C(/C=C/c1ccccc1Cl)NC1CCS(=O)(=O)C1 (stereo not given) | -3 | 4 | -20 | 3 | -0.9
29 | Cc1nn(-c2ccccc2)c(CC(C)(C)C(=O)O)c1C(=O)O | -6 | 16 | 3 | -1 | -0.6
30 | C#CCOCCOCCOCCNc1nc(N2CCN(C(=O)C(Cc3ccc(O)cc3)n3cc(C(N)CC(C)C)nn3)CC2)nc(N2CCN(C(=O)C(Cc3cc4ccccc4[nH]3)n3cc(C(N)C(C)CC)nn3)CC2)n1 (stereo not given) | -1 | -19 | -7 | -4 | 1.1
31 | CCOC(=O)N1CCN(C(=O)CSCC(=O)Nc2nc(-c3ccc(-c4ccccc4)cc3)cs2)CC1 | -2 | -37 | -14 | 2 | 5.2
32 | COc1cc(/C=N/NS(=O)(=O)c2ccc(C)c([N+](=O)[O-])c2)ccc1O | 0 | 31 | 8 | 4 | -0.5
33 | Cc1cc(=O)[nH]c(Nc2c(C)n(C)n(-c3ccccc3)c2=O)n1 | -3 | 1&1 | -33 | 2 | 1.0
34 | CSc1ccc(CCNC(=O)CSc2ccsc2[N+](=O)[O-])cc1 | 1 | -11 | -15 | 1 | 0.9
35 | O=[N+]([O-])c1ccc(-n2nnnc2CN2CCOCC2)cc1 | 3 | -11 | -21 | 11 | -0.1
36 | Fc1c(F)c(F)c(N/N=C/c2c[nH]c3ccccc23)c(F)c1F | 2 | -13 | -6 | 7 | 1.6

No. | Calpain2 inh | S1P4 ag | TRPML3 agonist | PERK inh
25 | -10 | -2.5 | -0.3 | 1.0
26 | -9 | 1.6 | 0.2 | 0.7
27 | 27 | 0.9 | -0.2 | 0.1
28 | -17 | 3.5 | 1.1 | 0.5
29 | 1 | 1.0 | 0.5 | 1.1
30 | -24 | -1.0 | 0.4 | 0.7
31 | -30 | 3.4 | 2.2 | -0.4
32 | -14 | 0.1 | 1.0 | 0.9
33 | 36 | 0.5 | 0.8 | 0.4
34 | -10 | -1.1 | 0.2 | 1.0
35 | 4 | -1.8 | 0.3 | 0.8
36 | 11 | 0.7 | 1.3 | -1.0

Next records
No. | Structure | Ba/F3 V617F tox | EP2 modulator | S1P4 antagonist | BaF3 tox | TRPN1 ag
37 | COc1nc(OC)nc(N2CCCCCC2)n1 | 3 | 4&21 | -4 | 5 | 0.9
38 | CCOC(=O)c1cnc(SCC(=O)Nc2nc(C)c(C)s2)nc1N | 1 | -5 | -3 | 4 | 0.8
39 | CCOC(=O)/C=C1\SCC(=O)N1CC(=O)NCCc1ccc(F)cc1 | -1 | 6 | -1 | -1 | -0.6
40 | COc1ccc2c(c1)-c1c(ssc1=S)C(C)(C)N2 | -2 | 27 | 1 | -2 | -2.6
41 | Cc1ccc(Cl)c2c1NC(=O)C2(O)CC(=O)c1ccccc1O (stereo not given) | -3 | -9 | -4 | 8 | -0.5
42 | COCCSc1nnc(NC(=O)c2ccc(NC(C)=O)cc2)s1 | 4 | -25&8 | 0 | 5 | 0.1
43 | COc1ccc(CCNC(=O)C2CCCN(c3nn4c(=O)cc(C)nc4s3)C2)cc1OC (stereo not given) | 0 | 22 | -6 | 2 | -0.5
44 | CCn1cc(C(=O)NCCCN2CCCCCC2)c(=O)c2cc(S(=O)(=O)N3CCc4ccccc4C3)ccc21 | 1 | -31 | -7 | 7 | -0.9
45 | CCOCCCNC(=O)/C(C#N)=C/c1cc(C)c(O)c(C)c1 | 1 | -33 | 5 | 4 | 0.3
46 | CCCOc1ccccc1C1CC(=O)NC2=C1C(=O)CCC2 (stereo not given) | 18 | 30 | 1 | 28* | 2.1
47 | COc1ccc(N2CCN(C(=O)Cc3ncc(C(F)(F)F)cc3Cl)CC2)cc1 | -1 | -14 | 2 | -1 | 2.4
48 | CCN(CC)c1ccc(/C=N/NC(=O)c2ccc3nc[nH]c3c2)cc1 | -2 | -23 | 14 | 3 | 1.1
49 | Cc1ccc(S(=O)(=O)N2CCN(C(=O)C3=COCCO3)CC2)cc1C | -4 | -10 | -1 | 1 | 0.1
50 | COc1ccc(Cl)cc1-n1c(C)cc(C(=O)OCC(=O)N2CC(=O)Nc3ccccc32)c1C | 0 | 47 | -13 | 6 | -1.1

No. | Calpain2 inh | S1P4 ag | TRPML3 agonist | PERK inh
37 | -3 | 0.7 | 0.2 | -0.4
38 | -18 | 0.6 | 0.0 | 0.2
39 | -25 | 0.3 | 0.1 | 1.3
40 | 6 | -0.8 | -1.7 | 0.7
41 | -11 | 4.8 | 0.6 | 0.8
42 | 1 | 0.2 | 0.5 | 0.5
43 | -6 | -1.2 | 0.9 | -0.6
44 | -1 | -0.8 | -0.3 | -0.6
45 | 4 | 1.5 | -0.6 | -0.6
46 | 12 | -1.7 | 2.1 | 0.3
47 | -21 | -0.8 | -0.3 | 0.3
48 | 15 | 1.1 | 0.2 | 0.8
49 | -1 | -3.5 | 0.2 | -0.3
50 | -51 | 2.0 | -0.7 | -0.5
